# GPR151 activ = activators of human GPR151, primary screen, cell-based, PathHunter beta-arrestin, luminescence; G-protein coupled receptor 151 (Homo sapiens), Q8TDV0; PathHunter beta-arrestin GPR151 cells; activation, % at 11.2 µM; 1% of 650,000 active; AID 1508602, 2020; in the data active means activation above about 4.9%;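 further: 0% = median of compound wells and 100% = cells with positive control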
# Target sequence (Q8TDV0 whole entry, looked up): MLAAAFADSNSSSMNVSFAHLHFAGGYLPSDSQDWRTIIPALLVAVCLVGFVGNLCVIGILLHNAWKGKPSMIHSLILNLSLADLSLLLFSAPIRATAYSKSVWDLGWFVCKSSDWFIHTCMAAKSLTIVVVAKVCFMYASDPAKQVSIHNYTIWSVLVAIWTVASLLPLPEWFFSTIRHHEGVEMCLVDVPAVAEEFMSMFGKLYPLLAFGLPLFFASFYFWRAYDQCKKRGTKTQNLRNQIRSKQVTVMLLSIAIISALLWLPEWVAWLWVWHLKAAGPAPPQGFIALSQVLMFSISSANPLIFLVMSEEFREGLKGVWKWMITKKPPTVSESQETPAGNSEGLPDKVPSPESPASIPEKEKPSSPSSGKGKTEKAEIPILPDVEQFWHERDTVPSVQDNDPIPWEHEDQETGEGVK
# MITF primary = MITF inhibitors, primary screen, biochemical, AlphaScreen, human. AlphaScreen MITF homodimerization, bead proximity signal. inhibition, % at 2.6 µM. 0.91% of 650,000 active. AID 1259374, 2018; in the data active means inhibition above about 50%;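 further: 0% = vehicle wells with protein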
# Target sequence (O75030 whole entry, looked up): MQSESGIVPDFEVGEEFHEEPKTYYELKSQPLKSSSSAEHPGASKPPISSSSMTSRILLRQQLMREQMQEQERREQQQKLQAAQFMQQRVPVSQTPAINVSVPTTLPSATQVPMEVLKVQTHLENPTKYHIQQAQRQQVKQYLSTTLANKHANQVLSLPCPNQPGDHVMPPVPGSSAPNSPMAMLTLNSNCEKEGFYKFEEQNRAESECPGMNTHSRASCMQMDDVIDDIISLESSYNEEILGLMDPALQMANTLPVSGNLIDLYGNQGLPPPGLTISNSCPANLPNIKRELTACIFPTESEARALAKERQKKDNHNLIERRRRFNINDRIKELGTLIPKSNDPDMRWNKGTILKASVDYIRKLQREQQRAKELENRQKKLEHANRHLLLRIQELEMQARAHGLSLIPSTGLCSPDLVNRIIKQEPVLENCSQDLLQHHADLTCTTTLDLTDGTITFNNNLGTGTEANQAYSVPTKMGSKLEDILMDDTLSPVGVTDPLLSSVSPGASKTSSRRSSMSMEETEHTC
# FBW7 act = FBW7 E3 ligase activators, primary screen, biochemical, AlphaScreen, human. AID 1259310, 2017. AlphaScreen FBW7–phospho-cyclin E peptide binding, activator screen. 0.13% of 650,000 active. F-box/WD repeat-containing protein 7 (Homo sapiens), Q969H0. normalized activity (activation), % at 26.1 µM; in the data active means normalized activity above about 1.9%;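 further: purified mutant Fbw7 with reduced substrate affinity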
# TEAD-YAP inh = TEAD-YAP interaction inhibition, primary screen, TEAD-YAP interaction inhibitor project, luminescence, HEK-TIYL cells; inhibition, % at 9.12 µM; TEAD-Gal4/YAP UAS-luciferase luminescence; AID 1259422, 2018; 1.4% of 640,000 active; in the data active means inhibition above about 32%;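 further: 0% = median of test compound wells and 100% = reference inhibitor wells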
# Numbers without * were called inactive; & = joins results of further samples; ! = a repeat was not active.
# The line under a structure holds: GPR151 activ	MITF primary	FBW7 act	TEAD-YAP inh
> CCc1ccccc1N(C)S(=O)(=O)c1ccc2[nH]cc(C(=O)NCCC3=CCCCC3)c(=O)c2c1
→ 3.1	1	0.0	-13
> CC(C)Cn1cc(C(=O)N2CCN(C)CC2)c2c3ccccc3n(C)c2c1=O
→ 1.8	6	0.0	13
> Nc1c(C2=NCCO2)nnn1Cc1ccccc1
→ 1.2	-7	-0.1	-2
> O=C(NCc1ccco1)C1CC2CCC1C2 (stereo not drawn)
→ -0.2	14	0.7	-3
> O=C(COc1ccc(Cl)cc1Cl)NCCc1ccccc1
→ 0.0	11	0.0	0
> CN(C(=O)CC1C(=O)NCCN1Cc1ccccn1)C1CCCCC1 (stereo not drawn)
→ 0.5	3	-0.1	14
> CCCCCCc1c(O)nc(SCc2ccccc2)[nH]c1=O
→ 0.4	14	0.1	-2
> CC(NC(=O)c1cccc(F)c1)C1CC2CCC1C2 (stereo not drawn)
→ 0.6	5	0.1	9
> N#Cc1cnn2c1nc(N1CCOCC1)c1ccccc12
→ 1.2	0	-0.1	5
> CC(C)CNC(=O)c1ccccc1-c1ccccc1C(=O)O
→ -0.3	6	-0.1	2
> Clc1cccc(Nc2nc3nonc3nc2N2CCOCC2)c1
→ 1.4	3	0.1	57*
> CC(=O)Nc1cccc(NC(=O)CC(C)c2ccccc2)c1 (stereo not drawn)
→ 0.3	4	0.4	-7
> COC(=O)CSc1nnc(Cn2cnc3ccccc32)n1-c1ccccc1Cl
→ 0.5	-6	-0.1	-1
> CC(=O)NC(c1ccccc1Cl)c1ccc2cccnc2c1O (stereo not drawn)
→ 0.9	37	-1.7	90*
> Cc1ccc(C)c2sc(N(CCN(C)C)C(=O)C3CCCN3S(=O)(=O)c3cccs3)nc12 (stereo not drawn)
→ -0.7	-8	0.0	-4

# (next part)
# The line under a structure holds: GPR151 activ	MITF primary	FBW7 act	TEAD-YAP inh
> OCCNCCOc1ccc(Cl)cc1Cl
→ -0.6	39	0.0	-4
> OC(COc1ccccc1Cl)CN1CCCCCC1 (stereo not drawn)
→ -0.3	1	0.0	1
> O=C(Nc1noc2ccccc12)c1ccc([N+](=O)[O-])cc1
→ -0.6	-2	0.0	-20
> O=C(O)CCc1ccc(-c2cnn3c(NCc4ccccn4)ccnc23)cc1
→ -1.2	24	-0.9	14
> CCOc1ccccc1CNC(=O)Cn1nc(CC)n2c(cc3occc32)c1=O
→ -0.2	14	0.6	-6
> N#Cc1cc(NN2C(=O)c3cc(Cl)c(Cl)cc3C2=O)c([N+](=O)[O-])cc1C#N
→ 0.6	-2	-0.1	4
> CN(C)C(CNc1ncnc2sccc12)c1cccs1 (stereo not drawn)
→ -0.8	-6	-0.1	-5
> O=C1CC(c2ccccc2Cl)CC(O)=C1C=Nc1ccccc1 (stereo not drawn)
→ 4.9	-8	-0.1	-5
> CCOC(=O)C1(Cc2cccc(OC)c2)CCN(C2CCSC2)CC1 (stereo not drawn)
→ -1.8	0	-0.2	-3
> Cc1cccc(C)c1OCCCNCCO
→ 0.5	14	-0.1	3
> COc1ccc2nc(SCC(=O)N3CCc4ccccc4C3)c(C#N)cc2c1
→ 2.6	4	-0.1	-16
> CCc1nc(SCC(=O)c2cc(C)ccc2C)n[nH]1
→ -1.2	-9	-0.1	-1
> O=C(Nc1cccc(C(F)(F)F)c1)c1ccc([N+](=O)[O-])cc1Cl
→ 0.9	10	0.1	-28
> CCOc1cc(C2C(C(=O)OC)=C(C)NC3=C2C(=O)CC(C)(C)C3)ccc1OC(C)=O (stereo not drawn)
→ -0.5	8	0.4	9
> Cn1c2ccccc2n2c(=O)n(CC(=O)NCc3cccs3)nc12
→ -0.1	1	-0.2	4

# Another view of some results above:
> CC(C)CNC(=O)c1ccccc1-c1ccccc1C(=O)O
- GPR151 activ: -0.3
- MITF primary: 6
- FBW7 act: -0.1
- TEAD-YAP inh: 2
> OC(COc1ccccc1Cl)CN1CCCCCC1 (stereo not drawn)
- GPR151 activ: -0.3
- MITF primary: 1
- FBW7 act: 0.0
- TEAD-YAP inh: 1

# Next part.
# The line under a structure holds: GPR151 activ	MITF primary	FBW7 act	TEAD-YAP inh
> CCC(=O)NC(=S)Nc1ccccc1I
→ -0.9	2	0.5	-30
> Cc1cccc(C)c1NCN1C(=O)C2CC=CCC2C1=O (stereo not drawn)
→ -1.5	9	0.2	5
> C=CCNCCOc1ccc(C)cc1[N+](=O)[O-]
→ 3.3	52*	0.0	-3
> COc1ccccc1N1CCN(CC(O)COc2cccc3ccccc23)CC1 (stereo not drawn)
→ -0.3&-0.7&-0.2&-1.4&-1.9	12&-8&16&12&-16	0.2&-0.1&0.0&-0.1&0.0	38*!
> CC(C(=O)c1ccccc1)S(=O)(=O)c1ccccc1 (stereo not drawn)
→ -0.8	-4	0.0	-27
> C=CCn1c(COc2cccc3cccnc23)nnc1SCC(N)=O
→ 2.4	-13	-0.1	-2
> O=C(CSc1nc2sc3c(c2c(=O)n1-c1ccccc1)CCC3)Nc1ccccc1
→ -1.8	9	0.7	-8
> CCCc1cc(Nc2ccc(NC(C)=O)cc2)n2ncnc2n1
→ 1.7	1	-0.1	6
> O=C1N[C@H](CO)C(=O)N2CCN(C(=O)c3ccc(OC(F)(F)F)cc3)C[C@H]12
→ -3.1	-7	-0.1	2
> CCc1ccc(C(=O)COC(=O)CCC(=O)Nc2ccc([N+](=O)[O-])cc2)cc1
→ -1.1	13	0.2	3
> O=C(NCc1ccccc1)c1cncc(Nc2ccncc2)c1
→ -1.0	2	0.7	-11
> N#CC1=C(N)Oc2n[nH]c(-c3ccc(Br)cc3)c2C1c1ccc(OC(=O)c2ccco2)cc1 (stereo not drawn)
→ -1.5	-21	-0.7	-7
> O=c1[nH]c2cc(NCc3ccccc3)c([N+](=O)[O-])cc2[nH]1
→ -1.1	23	0.1	-5
> Cn1cc(C(=O)NC2CCCCCC2)c2ccccc2c1=O
→ 1.5	8	0.0	4
> COc1ccc(NC(=O)C(=O)Nc2ccc(C(=O)N3CCC(C)CC3)cc2)cc1
→ 0.3	-1	0.1	-9

# Seven entries from above, as tab-separated lines:
Compound	GPR151 activ	MITF primary	FBW7 act	TEAD-YAP inh
CCCc1cc(Nc2ccc(NC(C)=O)cc2)n2ncnc2n1	1.7	1	-0.1	6
Cc1cccc(C)c1NCN1C(=O)C2CC=CCC2C1=O (stereo not drawn)	-1.5	9	0.2	5
CCc1ccc(C(=O)COC(=O)CCC(=O)Nc2ccc([N+](=O)[O-])cc2)cc1	-1.1	13	0.2	3
C=CCNCCOc1ccc(C)cc1[N+](=O)[O-]	3.3	52*	0.0	-3
CC(C(=O)c1ccccc1)S(=O)(=O)c1ccccc1 (stereo not drawn)	-0.8	-4	0.0	-27
COc1ccc(NC(=O)C(=O)Nc2ccc(C(=O)N3CCC(C)CC3)cc2)cc1	0.3	-1	0.1	-9
O=C(NCc1ccccc1)c1cncc(Nc2ccncc2)c1	-1.0	2	0.7	-11

# Next records.
# The line under a structure holds: GPR151 activ	MITF primary	FBW7 act	TEAD-YAP inh
> Cc1cc(NCc2nc3ccccc3[nH]2)nc(-c2ccc(C(=O)N3CCN(C)CC3)cc2)n1
→ 0.5	-2	-0.2	12
> COc1ccccc1CNC(=O)c1ccc(Cl)cc1
→ 2.2	3	0.1	-5
> CCC(=O)N1CCc2cc(S(=O)(=O)N3CCc4ccccc4C3)ccc21
→ -0.4	1	0.4	5
> O=C(NCC1(c2ccc(F)cc2)CC1)Nc1ccccc1Cl
→ -0.1	-1	-0.1	0
> COc1ccc(/C(O)=C2/C(=O)C(=O)N(CCN(C)C)C2c2ccncc2)cc1Cl (stereo not drawn)
→ -0.2	2	0.0	-7
> COc1ccc(NC(=O)Cn2cc(C(=O)c3ccc(C)c(C)c3)c(=O)c3cc(F)ccc32)cc1
→ 0.1	9	0.0	15
> COc1ccc(NC(=O)CSc2nc3c(sc(=S)n3-c3ccc(Cl)c(C)c3)c(=O)[nH]2)c(OC)c1
→ -1.0	14	0.5	13
> O=C(Nc1cccc(OC(=O)c2cc(S(=O)(=O)N3CCOCC3)c(Cl)cc2Cl)c1)c1ccco1
→ -0.5	9	0.3	13
> COC(=O)c1ccccc1NC(=O)c1ccc2c(c1)C(=O)N(Cc1ccccc1)C2=O
→ 2.0	10	-0.1	5
> N#Cc1nc(COc2ccccc2F)oc1NCCCn1ccnc1
→ -0.4	36	0.1	-5
> COc1ccc(C2NC(=O)NC(C)=C2C(C)=O)cc1O (stereo not drawn)
→ -0.3	14	-0.1	4
> CC(C)c1ccc(NS(=O)(=O)c2ccc(Br)s2)cc1
→ 0.0	-14	-0.1	-1
> CN(c1ccc(F)cc1)S(=O)(=O)c1ccc2[nH]cc(C(=O)O)c(=O)c2c1
→ -0.3	12	-0.1	1
> CCN(CC(=O)Nc1ccc(Br)cc1)c1ccc([N+](=O)[O-])cc1C#N
→ 2.0	3	0.5	3
> O=C(NCCCN1CCOCC1)c1cc(-c2ccncc2)nc2ccccc12
→ 3.4	-10	-0.1	-4

# (listing goes on)
# The line under a structure holds: GPR151 activ	MITF primary	FBW7 act	TEAD-YAP inh
> CN(C)c1cc(C(=O)N2CCN(C(=O)Nc3ccc(F)cc3F)CC2)nc(N(C)C)n1
→ 3.9	14	-0.1	12
> O=C(CCC1(Cc2ccc(Cl)cc2)CCC(=O)N1)NCC1CC1 (stereo not drawn)
→ 3.3	12	0.0	0
> C=CCc1cccc2cc(C(=O)NCCc3ccccc3)c(=O)oc12
→ -0.3	6	-0.1	-3
> COCc1ccc([C@@H]2C[C@H]3CN(Cc4cccnc4)C(=O)[C@]34CCCN24)o1
→ -0.6	7	0.5	-4
> Cc1ccc(NC(=S)Nc2c(C)n(C)n(-c3ccccc3)c2=O)cc1
→ -1.4	-1	0.5	3
> CC(C)C(=O)N1CCN(c2ccc([N+](=O)[O-])c(N3CCCCC3)c2)CC1
→ 0.1	14	0.4	7
> c1ccc(CN2CCC(Nc3cc(N4CCc5ccccc5C4)ncn3)CC2)cc1
→ 0.9	-6	0.0	-8
> Cc1cccc(OCC(=O)NCc2ccccc2)c1C
→ -0.1	13	0.6	6
> O=C(CCc1ccccc1)NNc1cc(N2CCOCC2)nc(N2CCOCC2)n1
→ 0.1	-12	0.0	6
> Cc1cn[nH]c1C1CCCN(S(=O)(=O)c2ccc(C(F)(F)F)cc2)C1 (stereo not drawn)
→ -0.6	-13	-0.1	-7
> O=C1CC(C2CCCO2)C(=O)N1c1ccc(I)cc1 (stereo not drawn)
→ 0.2	6	0.1	-1
> CCOC(=O)C1(CCCc2ccccc2)CCN(C(=O)CCn2cncn2)CC1
→ -0.1	-1	0.6	-4
> COc1ccc2c(c1)cc1n2CCNC1
→ -0.3	11	-0.1	13
> CCOC(=O)C1CCCN(c2c(N3CCN(c4cccc(C)c4C)CC3)c(=O)c2=O)C1 (stereo not drawn)
→ 0.8	25	0.2	-10
> CC(C)(C)NCCCOc1ccc(Cl)cc1
→ 0.1	15	-0.1	7

# Next part
# The line under a structure holds: GPR151 activ	MITF primary	FBW7 act	TEAD-YAP inh
> COc1ccc(CCC(=O)N(c2nnc(-c3cccnc3)s2)C(C)C)cc1
→ -0.6	21	0.4	-6
> Cc1cccc(NC(=O)C(C)(C(F)(F)F)C(F)(F)F)c1
→ 0.4	0	0.0	10
> CC(=O)c1ccc(S(=O)(=O)Nc2ccccc2C#N)cc1
→ 2.7	0	-0.1	-2
> Cc1nnc(SCn2nnc3ccccc3c2=O)s1
→ -0.3	-1	0.0	-12
> COc1ccc(OC)c(NC(=O)CSc2nnc(-c3cccc([N+](=O)[O-])c3)n2C)c1
→ 0.1	0	-0.1	1
> Cc1ccc2nc(C)c(C(=O)NCc3ncc(C(F)(F)F)cc3Cl)n2c1
→ 1.8	4	-0.5	-3
> Cn1c2ccccc2c2cnn(CC(=O)NCc3cccnc3)c(=O)c21
→ -0.1	8	-0.1	7
> COC(=O)Cc1nc(Nc2ccc(Cl)cc2)c2c(C)c(C)sc2n1
→ -1.0	6	-0.1	-2
> COc1ccccc1/C=C/CN1CCC2(CC1)CC2C(=O)NCc1cccc(C)n1 (stereo not drawn)
→ 0.2	0	-0.1	0
> CC1(C)CC(=O)C2=C(C1)NC1=C(C(=O)c3ccccc31)C2c1cccc(O)c1 (stereo not drawn)
→ -0.8	12	-0.2	10
> COc1ccc(C(=O)NC(C(=O)NCc2ccccn2)C(C)C)cc1 (stereo not drawn)
→ -0.8	-2	0.0	-1
> CCOC(=O)C1C(c2ccc(F)c(F)c2)NC(=O)N(C)C1(O)C(F)(F)F (stereo not drawn)
→ 2.6	-25	0.1	5
> Cc1ccc2c(c1)N(C(=O)N1CCC(C(=O)NC(C)C)CC1)CC(C)O2 (stereo not drawn)
→ 0.9	2	0.0	-1
> Cc1ccc(C)c(OCC(=O)N2CCN(C(=O)COc3cc(C)ccc3C)CC2)c1
→ 0.8	-4	-0.1	-5
> Cc1ccc(C(CC(=O)O)NC(=O)CN2C(=O)c3ccccc3C2=O)cc1 (stereo not drawn)
→ 0.2	10	0.0	3
> Cc1c(C(N)=O)sc2ncn(CC(=O)NCc3ccco3)c(=O)c12
→ 3.4	9	-0.1	3
> COc1ccc(-n2cc(C(=O)NCc3ccc(F)cc3)c3ccccc3c2=O)cc1
→ -0.3	-3	-0.1	-5
> Ic1ccc2ncnc(Nc3ccc4c(c3)OCCO4)c2c1
→ 1.5	14	0.0	13

# Assay outcomes deposited in PubChem by The Scripps Research Institute Molecular Screening Center.
